FXIa inh 1536 = inhibitors of human coagulation factor XIa. P03951. purified FXIa, Boc-Glu-Ala-Arg-AMC fluorogenic substrate. inhibition, % at 5 µM. actives 0.14% (n = 220,000). AID 798;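 active = inhibition of at least 40%; inactive = inhibition below 40%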;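 note: fluorescence of freed AMC excited at 355 nm; 0% = enzyme without compound and 100% = no enzyme blank; many of its hits are not listed in these tables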
FXIIa inh = factor XIIa (human) inhibition; P00748; purified FXIIa, Boc-QGR-AMC fluorogenic substrate, 2 h; inhibition, % at 5 µM; actives 0.3% (n = 220,000); in the data active = inhibition above about 40%;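 note: 0% = enzyme with no compound and 100% = blank without enzyme; many of its hits are not listed in these tables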
Rad51 HR inh = blocks human Rad51 in homologous recombination | Q06609 | hRad51 DNA strand exchange, fluorescence dequenching | inhibition, % at 10 µM | actives 0.085% (n = 200,000);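 active = inhibition above 40% at the single screening dose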;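 note: 0% = DMSO control wells and 100% = blanks with heterologous ssDNA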
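material = hRad51 filaments on single-stranded DNA | reagent = Donor/quencher-labelled 47-bp dsDNA substrate | compound = 10 µM final, single point | schedule = strand-exchange reaction 15 min at room temperature | measured by = fluorescein emission 520 nm, excitation 485 nm | read-out basis = % inhibition versus plate control and blank means | benchmarks = plate controls and plate blanks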
hK5 inh = inhibitors of human kallikrein 5; inhibition, % at 5 µM; recombinant hK5, fluorogenic AMC substrate cleavage; AID 873; actives 0.59% (n = 210,000);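 active = inhibition of 40% or more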;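 note: 0% = enzyme controls without compound and 100% = no-enzyme blanks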
p97 inhibitor = human p97 ATPase inhibition. recombinant p97 ATPase, Kinase-Glo ATP luminescence, 3 h. inhibition, % at 8 µM. actives 0.42% (n = 220,000). AID 1481; in the data active = inhibition above about 15%;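 note: 0% = DMSO vehicle and 100% = wells lacking enzyme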
Target sequence (P55072 whole entry, looked up): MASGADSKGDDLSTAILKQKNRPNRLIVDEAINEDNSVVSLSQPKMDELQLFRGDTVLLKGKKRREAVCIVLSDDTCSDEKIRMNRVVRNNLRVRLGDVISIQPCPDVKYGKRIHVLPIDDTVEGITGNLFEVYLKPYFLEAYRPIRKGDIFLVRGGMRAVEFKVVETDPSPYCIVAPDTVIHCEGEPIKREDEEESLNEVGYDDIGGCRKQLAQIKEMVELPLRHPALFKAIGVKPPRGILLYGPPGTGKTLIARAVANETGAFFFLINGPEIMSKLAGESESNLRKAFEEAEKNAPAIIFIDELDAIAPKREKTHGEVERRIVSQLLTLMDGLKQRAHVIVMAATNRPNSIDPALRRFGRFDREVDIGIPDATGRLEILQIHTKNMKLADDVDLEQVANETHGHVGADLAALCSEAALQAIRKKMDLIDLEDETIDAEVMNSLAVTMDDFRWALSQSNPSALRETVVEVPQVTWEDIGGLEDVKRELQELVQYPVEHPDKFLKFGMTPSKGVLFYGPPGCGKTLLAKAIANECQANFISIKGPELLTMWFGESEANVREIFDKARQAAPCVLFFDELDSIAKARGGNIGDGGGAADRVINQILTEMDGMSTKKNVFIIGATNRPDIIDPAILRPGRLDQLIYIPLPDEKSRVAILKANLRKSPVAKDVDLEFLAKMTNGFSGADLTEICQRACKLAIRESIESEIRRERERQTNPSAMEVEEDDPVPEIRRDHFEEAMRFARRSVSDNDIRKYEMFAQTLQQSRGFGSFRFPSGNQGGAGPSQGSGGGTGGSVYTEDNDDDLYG
Mdm2 ligase inh = Mdm2 E3 ligase (human) inhibition; Q00987; cell-based MDM2 ubiquitination luciferase reporter, 2 h; 0 = plate control, 100 = twice control, blank-subtracted; signal enhancement, % at 5 µM; actives 0.11% (n = 210,000);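 active = signal enhancement of 30% or more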;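 note: luminescence tracks abundance of the self-degrading MDM2-luciferase fusion protein; higher signal means inhibition of MDM2 E3 ligase activity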
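Assay system: mammalian cells stably expressing self-ubiquitinating, self-degrading MDM2 E3–luciferase fusion. Quantity: 2000 cells in each well. Medium: DMEM culture medium. Compound dosing: single-point 5 µM. Timing: cell settling 4 h, compound treatment 2 h, both 37 °C. Technique: luciferase luminescence. Read-out basis: percent signal gain over controls, blank-subtracted. Benchmarks: plate controls and plate blanks.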
14-3-3 Bad inh = disrupts binding of bovine 14-3-3 zeta to phospho-Bad peptide | TR-FRET 14-3-3zeta/Dy647-pBad peptide displacement, 1 h | inhibition, % at 21.7 µM | actives 0.71% (n = 220,000) | P63103 | AID 781;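 active = inhibition above about 70%, limit read from the data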;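 note: 0% = full 14-3-3 plus peptide FRET controls and 100% = background without 14-3-3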
Wee1 degr inh = blocks degradation of human Wee1 kinase. reporter increase, % at 5 µM. AID 1321. actives 1.2% (n = 220,000). P30291. HeLa Luc-Wee1K328M stability, luciferase luminescence; 100% = proteasome inhibitor MG132 effect;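 active = activation above the mean of all tested compounds plus 3 SD, set per screening run, cut at about 8.8% in these data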;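 note: cells exposed to compound for 20 h before luminescence read; 0% = DMSO alone and 100% = MG132 at 30 µM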
eIF4E 4G PPI = inhibitors of eIF4E and eIF4G interaction in translation initiation. TR-FRET eIF4E-eIF4GI(517-606) binding, 2 h. inhibition, % at 21.7 µM. actives 0.37% (n = 220,000). AID 782;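 active = inhibition above about 30%, limit read from the data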;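 note: 0% = full FRET control wells and 100% = background wells lacking eIF4GI fragment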
* hit, by the source's call; / = no result given; [ ] = remark or other dose. Not a hit list; about 3.5% have a hit in one of these screens.

no.	14-3-3 Bad inh	Rad51 HR inh	Wee1 degr inh	FXIIa inh	eIF4E 4G PPI	p97 inhibitor	FXIa inh 1536	hK5 inh	Mdm2 ligase inh	Structure
1	8	8	-2	9	1	1	2	-14	-9	O=C(COC(=O)Cc1ccsc1)NCc1ccccc1
2	-9	2	-2	10	-6	5	8	-1	-8	O=C(Cn1cnc2ccccc21)N/N=C/c1ccccc1
3	7	4	3	-6	-1	-2	-5	10	-16	S=c1[nH]ncn1/N=C/c1ccccn1
4	-9	-9	-1	5	-11[fluorescence artefact?]	0	-8	4	-10	Cc1ccc(C2C(C#N)=C(N)Oc3n[nH]c(-c4ccccc4)c32)o1 (stereo not drawn)
5	7	-3	0	11	5	2	5	-15	-1	CCCNC(=O)c1ccccc1NC(=O)CSCc1ccc(OC)cc1
6	0	-10	0	17	-3	1	7	-2	-11	CCOC(=O)c1[nH]c2c(c1C)C(=O)CC(c1ccc(F)cc1)C2 (stereo not drawn)
7	-15	4	-2	5	13[fluorescence artefact?]	3	-1	-19	-1	Cc1cccc(C)c1NC(=S)NCCCN1CCCC1=O
8	-2	0	1	12	-1	0	2	2	-4	Cc1cccc(/N=C2/NC(=O)C(Cc3ccccc3)S2)n1 (stereo not drawn)
9	-9	0	13*	2	-1	7	-7	-1	6	CC(=O)NS(=O)(=O)c1ccc(NC(=O)CSc2ccc(Cl)cc2)cc1
10	35[fluorescence artefact?]	-6	-4	16	11[fluorescence artefact?]	9	16	43*	-50	O=C(NCc1ccccc1)c1sc(=S)n2c1[nH]c(=O)c1ccccc12
11	-4	/	2	-6	1	0	-11	-3	-14	Cn1cc(C(=O)c2ccc(Cl)cc2Cl)cc1C(=O)O
12	1	-36	8	35	-1	1	25	-10	-12	COc1ccc(-c2nc(CSCC(=O)N3CCc4ccccc43)c(C)o2)cc1OC
13	1	-4	-2	10	1	0	5	8	/	O=C(C1CCCCC1)N1CCC(c2nc3c(nnn3Cc3c(F)cccc3Cl)c(=O)[nH]2)CC1
14	2	-31	-3	9	4	0	6	-6	-10	C/C(=N\NC(=O)c1ccc(C)cc1C)c1ccc2c(c1)Nc1ccccc1S2
15	-5	-14	1	12	4	-5	9	-5	-11	CCN(CC)C(=O)Cn1cnc2sc(C(=O)N3CCN(c4ccc(F)cc4)CC3)c(C)c2c1=O

6 entries out of the list, sorted by molecular weight, low to high.
no.	14-3-3 Bad inh	Rad51 HR inh	Wee1 degr inh	FXIIa inh	eIF4E 4G PPI	p97 inhibitor	FXIa inh 1536	hK5 inh	Mdm2 ligase inh	Structure
1	8	8	-2	9	1	1	2	-14	-9	O=C(COC(=O)Cc1ccsc1)NCc1ccccc1
11	-4	/	2	-6	1	0	-11	-3	-14	Cn1cc(C(=O)c2ccc(Cl)cc2Cl)cc1C(=O)O
6	0	-10	0	17	-3	1	7	-2	-11	CCOC(=O)c1[nH]c2c(c1C)C(=O)CC(c1ccc(F)cc1)C2 (stereo not drawn)
4	-9	-9	-1	5	-11[fluorescence artefact?]	0	-8	4	-10	Cc1ccc(C2C(C#N)=C(N)Oc3n[nH]c(-c4ccccc4)c32)o1 (stereo not drawn)
12	1	-36	8	35	-1	1	25	-10	-12	COc1ccc(-c2nc(CSCC(=O)N3CCc4ccccc43)c(C)o2)cc1OC
13	1	-4	-2	10	1	0	5	8	/	O=C(C1CCCCC1)N1CCC(c2nc3c(nnn3Cc3c(F)cccc3Cl)c(=O)[nH]2)CC1

Further entries follow:
no.	14-3-3 Bad inh	Rad51 HR inh	Wee1 degr inh	FXIIa inh	eIF4E 4G PPI	p97 inhibitor	FXIa inh 1536	hK5 inh	Mdm2 ligase inh	Structure
16	-2[fluorescence artefact?]	9	2	11	-1	4	6	-9	-8	O=C(CCCC(=O)OCC(Cl)=C(Cl)Cl)Nc1ccc(F)cc1
17	8[fluorescence artefact?]	-5	0	15	3	-5	5	2	0	Cc1ccc(S(=O)(=O)Cc2csc(N)n2)cc1
18	9	/	-3	15	-11	1	19	-21	-11	O=C(CN1CCOCC1)Nc1ccccc1
19	-6	14	0	13	10	-1	-1	23	-14	COc1ccccc1CNC(=O)CCCn1c(=O)c2ccccc2n(CC(=O)NC2CCCC2)c1=O
20	-15	/	1	15	-8	2	1	-15	-3	N#C[C@H]1[C@H](c2ccccc2)[C@](C#N)(C(=O)c2ccccc2)[C@@H]2C=Cc3ccccc3N21
21	-21	2	-3	12	4	5	0	3	11	CC(C)n1c(O)c(N=NC(=O)Cc2csc(N3CCOCC3)n2)c2ccccc21
22	-7	-5	-1	6	2	0	-6	-13	-12	Cc1cs/c(=N\N=C\c2cccc([N+](=O)[O-])c2)n1Cc1ccco1
23	-5	5	-2	5	0	5	-3	2	3	O=C(CNS(=O)(=O)N1CCOCC1)N/N=C/c1cccnc1
24	-6[fluorescence artefact?]	1	-2	-15	-12	6	5	-4	-4	O=C(NCC(=O)N(CC1CCCO1)C(C(=O)NC1CCCCC1)c1ccc(F)cc1)c1ccco1 (stereo not drawn)
25	-3	-233	-1	10	6	3	3	1	2	COc1cc(/C=C(\C#N)c2nc3ccccc3n2C)cc(OC)c1O
26	-8	17	1	7	0	2	-3	-4	1	COc1cccc(Cn2cccc(NC(=O)Nc3ccccc3C)c2=O)c1
27	/	-1	-1	11	/	3	1	0	-5	Cc1ccc(NC(=S)C2=C(O)c3ccccc3N(C)S2(=O)=O)cc1
28	-5	/	2	-3	4	4	-15	-4	-18	CCC(=O)N1CC(C)C(=O)Nc2ccccc21 (stereo not drawn)
29	-2	-8	-1	11	1	2	4	2	-10	O=C(CC(C(=O)NCc1ccccc1)c1nc2ccccc2c(=O)[nH]1)NCc1ccccc1 (stereo not drawn)
30	-17	0	2	8	0	0	-1	4	-14	O=C(CCCC(=O)NNC(=O)Nc1ccccc1)NNC(=O)Nc1ccccc1

no.	14-3-3 Bad inh	Rad51 HR inh	Wee1 degr inh	FXIIa inh	eIF4E 4G PPI	p97 inhibitor	FXIa inh 1536	hK5 inh	Mdm2 ligase inh	Structure
31	2	0	0	13	5	1	9	3	-5	CCCOC(=O)c1cccc(NC(=O)c2cccnc2)c1
32	-14	-19	2	10	3	-2	2	-7	-5	O=C(N/N=C/C(Cl)=C/c1ccccc1)c1ccco1
33	-2	2	-1	4	2	-9	-4	-4	-9	CC(C)(C)CC(C)(C)N1CNC(=S)NC1
34	0	-1	-1	7	-1	6	6	1	-1	O=C(O)CN1CCc2ccccc2C1
35	5	2	-1	17	-1	1	2	-4	3	COCc1nnc(NC(=O)CSCc2ccccc2)s1
36	1[fluorescence artefact?]	-1	-1	6	2	4	1	4	-13	CC(C)c1ccc(NC(=O)C(=O)c2cn(CC(=O)N3CCCCC3)c3ccccc23)cc1
37	-5	/	2	8	-3[fluorescence artefact?]	1	-7	-23	-20	COc1ccc(-n2c(SCC(=O)NCc3cccs3)nnc2-c2ccoc2C)cc1
38	-4	-6	2	13	5	6	4	-4	-25	CCn1nc(CC(=O)Nc2nnc(CC(=O)N3CCCC3)s2)c2ccccc2c1=O
39	11	-6	2	12	1	-3	3	8	-7	COc1ccc(Sc2nc(-c3ccccc3)ncc2OC)cc1
40	-2	-5	2	0	5	3	-9	-1	-21	O=c1cc(-c2ccncc2)oc2ccccc12
41	-23[fluorescence artefact?]	3	1	10	-4	6	2	-19	-5	Cc1ccc(/C=C/C(=O)OC(C)C(=O)Nc2ncc(Cl)cc2Cl)o1 (stereo not drawn)
42	-2	-6	0	4	0	1	0	0	-3	CC(=O)c1ccc(N2CCN(C(=O)CCC(=O)c3cccs3)CC2)cc1
43	7	4	-2	8	3	-2	-3	0	-19	Cn1c(=O)cc(OCC(=O)NCCCN2CCN(c3cccc(Cl)c3)CC2)c2ccccc21
44	-7	26	2	4	1	3	-4	-17	-11	O=C(O)C1CCC(Cn2c(SCc3cc(=O)n4ccccc4n3)nc3ccsc3c2=O)CC1 (stereo not drawn)
45	-13	7	1	4	11	9	-1	1	4	COc1ccc(-c2csc(NC(=S)NC(=O)c3cccs3)n2)cc1OC
46	0	/	-2	8	1[fluorescence artefact?]	2	4	-18	-9	CCc1ccc(NC(=O)C2C3/C=C\CCCCC32)cc1 (stereo not drawn)
47	-10[fluorescence artefact?]	4	-2	9	22	5	5	-8	3	COc1cccc(NC(=O)C(Sc2nnc(Nc3ccccc3C)s2)c2ccccc2)c1 (stereo not drawn)
48	-4	/	1	3	-1	5	-2	-3	-14	O=C1CCCN1CCCNS(=O)(=O)c1ccc(Br)cc1

Profiles as entered above.
COc1ccc(Sc2nc(-c3ccccc3)ncc2OC)cc1 in the list: 14-3-3 Bad inh: 11; Rad51 HR inh: -6; Wee1 degr inh: 2; FXIIa inh: 12; eIF4E 4G PPI: 1; p97 inhibitor: -3; FXIa inh 1536: 3; hK5 inh: 8; Mdm2 ligase inh: -7
O=C(O)C1CCC(Cn2c(SCc3cc(=O)n4ccccc4n3)nc3ccsc3c2=O)CC1 (stereo not drawn) in the list: 14-3-3 Bad inh: -7; Rad51 HR inh: 26; Wee1 degr inh: 2; FXIIa inh: 4; eIF4E 4G PPI: 1; p97 inhibitor: 3; FXIa inh 1536: -4; hK5 inh: -17; Mdm2 ligase inh: -11
